# Source: PubChem (Broad Institute)
# F508del corr = correctors of CFTR F508del function in bronchial epithelial cells; 0.36% of 350,000 active; CFBE cells, YFP halide quenching; stimulated with forskolin plus potentiator P3; % fluorescence drop versus neutral controls; activity (quench increase), % at 7.58 µM;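 active = mean added fluorescence quench of at least 8% versus neutral control, with both replicates also reaching 8%; inconclusive = only one of the mean or replicate conditions met; inactive = mean below 8% and not both replicates reaching 8%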;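 also: cells transiently co-express mutant CFTR-F508del with the halide-sensitive YFP; corrector assay measuring rescue of mutant channel to the surface after 24 h compound exposure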
# ERp5 block = ERp5 (human) disulfide isomerase inhibition; Q15084; ERp5 insulin aggregation, absorbance 650 nm, 90 min; inhibition, % at 9.99 µM; 0.05% of 350,000 active; AID 651711;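 active = mean replicate inhibition above about 25%, with every replicate also reaching it, limit read from the data, passing the limit was not always enough; inconclusive = only one of those two criteria met; inactive = neither criterion met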
# Target sequence (Q15084 whole entry, looked up): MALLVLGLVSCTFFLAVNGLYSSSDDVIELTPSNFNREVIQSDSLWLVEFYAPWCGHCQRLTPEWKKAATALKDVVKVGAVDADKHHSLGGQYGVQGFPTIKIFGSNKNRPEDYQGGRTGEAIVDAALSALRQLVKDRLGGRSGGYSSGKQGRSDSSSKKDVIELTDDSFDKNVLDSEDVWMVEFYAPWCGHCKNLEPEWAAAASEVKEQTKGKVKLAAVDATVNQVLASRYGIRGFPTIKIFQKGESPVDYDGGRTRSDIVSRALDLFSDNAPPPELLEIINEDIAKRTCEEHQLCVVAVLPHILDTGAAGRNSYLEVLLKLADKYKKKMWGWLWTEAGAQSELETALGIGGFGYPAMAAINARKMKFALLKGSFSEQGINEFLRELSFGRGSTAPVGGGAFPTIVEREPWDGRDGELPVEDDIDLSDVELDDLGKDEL
# Xi reactivation = reactivates the inactive X chromosome in mouse fibroblasts. AID 743238. 0.055% of 360,000 active. XiGFP mouse fibroblasts, % GFP-positive cells imaging, 3 d; cells co-treated with 5-aza-dC sensitizer; scaled so ellipticine positive control = 100%. activation, % at 7.58 µM;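 active = mean normalized replicate activation at least 10% and every replicate at or above 10%; inconclusive = only one of the two criteria met; inactive = mean below 10% and not all replicates reach 10%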;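 also: 0% = median of on-plate neutral control wells and 100% = ellipticine 6 µM median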
#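 Material: XiGFP fibroblasts, SV40-immortalized; Buffer or medium: DMEM containing 5-aza-dC; Compound dosing: single point; Times: 3 days compound exposure.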
# PAX8 reporter = PAX8 transcriptional activity inhibition; 1.2% of 360,000 active; RMG-I TPO-luciferase reporter, SteadyGlo, 24 h; inhibition, % at 12.6 µM; AID 652154;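 active = mean replicate inhibition at least 60% with every replicate also reaching 60%; inconclusive = only one of the two criteria is met; inactive = mean below 60% and not all replicates reaching 60%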;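 also: luciferase light reporting Pax8 driven TPO promoter activity; plate controls were median of neutral control wells for no effect and mitoxantrone controls for full effect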
# EWS-Fli block = EWS/Fli transcriptional activity inhibition. A673 NR0B1-luciferase reporter, viability-normalised. inhibition, % at 12.6 µM. 0.67% of 350,000 active;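 active = mean inhibition of at least 50% after viability correction, with every replicate also passing that limit; inconclusive = mean reaches 50% but only one of two replicates passes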;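 also: firefly luciferase signal divided by Alamar Blue viability fluorescence both relative to DMSO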
# GSIS activator = GLuc luminescence reporter in INS-1E cells, primary screen for activators of glucose-dependent secretion of insulin | activation, % at 16.6 µM | 0.61% of 370,000 active | AID 743287 | INS-1E GLuc reporter insulin secretion, 2-3 h;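 active = lowest replicate activation of at least 40%, so every replicate reaches that level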;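 also: 0% = median of neutral control wells and 100% = median of IBMX positive control wells; some compounds called inactive have numbers as strong as hits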
# ARNT-TACC3 inh = disrupts binding between human ARNT and TACC3 | 0.66% of 390,000 active | AlphaScreen His-ARNT PAS-B/GST-TACC3 binding, luminescence; TACC3 fragment carries E629A point mutation | inhibition, % at 9.99 µM | AID 623870 | Q9Y6A5;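 active = mean inhibition of replicates at least 50% and at least half of replicates each reaching 50%; inconclusive = half or more replicates reach 50% but mean below 50%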;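 also: 0% = complete ARNT plus TACC3 wells and 100% = ARNT alone without TACC3; many hits fall short of the cut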
# DENV2 CPE rescue = inhibitors of DENV2 cytopathic effect; DENV2-infected cells, cytopathic effect rescue, plate reader; AID 651640; CPE inhibition, % at 9.99 µM; 1.7% of 350,000 active; in the data active = CPE inhibition above about 20%, passing the limit was not always enough; inconclusive = no clear call, values can overlap the other calls; tested in BHK-21 cells;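 also: 0% = median of neutral control wells and 100% = median of positive control wells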
# Starred values were filed as active, the others as inactive; ? = inconclusive; . = not tested or not shown.
SMILES	F508del corr	ERp5 block	Xi reactivation	PAX8 reporter	EWS-Fli block	GSIS activator	ARNT-TACC3 inh	DENV2 CPE rescue
O=C(CCNC(=O)c1ccc(Br)cc1)Nc1cccc(S(=O)(=O)N2CCCCC2)c1	-0.6	2	0.0	3	13	-47	-4	7
CC(NC(=O)c1ccc(Br)cc1)C(=O)NC1=NCCS1 (stereo not drawn)	1.7	1	0.0	-4	-4	-8	.	10
Cc1ccc2nc(-c3ccc(NC(=O)COC(=O)c4ccco4)cc3)sc2c1	.	.	-0.1	-38	.	91*	-14	.
CC1(C)O[C@@H]2[C@H](O1)[C@@H](CO)O[C@H]2n1cnc2c(=O)[nH]cnc21	-2.1	-1	0.0	-15	8	-4	-4	3
CCCN1C(=O)COc2ccc(-c3n[nH]c(=O)c4ccccc34)cc21	2.0	6	0.0	-10	2	27	-11	4
CCCCc1nc(N)c(C#N)c(-c2ccco2)c1CCC	1.8	0	.	.	-6	62*	-7	0
NC(=O)C1CCN(CC(=O)Nc2ccccc2C(=O)NC2CC2)CC1	3.2	-1	0.1	-4	-3	.	-8	0
COc1ccc(S(=O)(=O)Nc2cccc3c2O[C@H](CN(C)S(=O)(=O)c2ccc(F)cc2)[C@H](C)CN([C@@H](C)CO)C3=O)cc1	3.7	-2	-1.0	-28	-5	13	-1	-1
CC(C(=O)Nc1ncccn1)(c1ccccc1)c1ccccc1	-0.3	3	0.0	3	15	17	5	-2
CC(C)(O)C#Cc1ccc(CN2CCCC(CO)(Cc3cccc(Cl)c3)C2)cc1 (stereo not drawn)	.	3	0.2	-1	1	-8	.	0
N#CNC(=Nc1ccc(F)cc1)SCc1ccccc1	-1.8	3	0.0	-12	-1	2	.	14
COc1ccc(C(=O)C(=O)N2CCC(Cc3ccccc3)CC2)cc1OC	1.6	0	0.3	1	-4	-31	.	-11
COc1ccccc1C(=O)N/N=C/C(C)=C/c1ccccc1	1.5	3	0.1	-14	-47	-7	2	-1
CN(C)CCCNC(=O)C[C@@H]1CC[C@H]2[C@H](COc3ccc(NC(=O)C4CCC4)cc3C(=O)N2C)O1	2.8	-1	0.0	0	-18	3	-4	-13
O=C1CCCN1CCCNc1nc2c(S(=O)(=O)c3ccc(Br)cc3)nnn2c2ccccc12	-1.3	4	0.2	-11	-20	2	-2	-2
O=C(C[C@@H]1CC[C@H]2[C@@H](COC[C@@H](O)CN2C(=O)c2ccncc2)O1)NCc1cccc(F)c1	-0.5	.	0.2	2	-7	2	10	11
N/C(CN1CCCC1=O)=N\OC(=O)c1ccc(Cl)cc1	.	.	0.0	-31	.	-6	-4	.
O=S(=O)(c1ccccc1)N1CCCCN2[C@@H](CO)[C@@H](c3ccc(-c4cncnc4)cc3)[C@@H]2C1	3.2	-2	0.0	9	-7	3	0	-1
NC(=O)N/N=C/c1ccc(-n2nncc2-c2ccc(Cl)cc2)cc1	2.2	3	0.3	-9	-31	47	-1	1
Cn1c(SCc2nc(-c3ccc(Cl)cc3)no2)nnc1-c1ccccc1	0.0	-6	.	.	1	-9	-15	.

# Next entries:
SMILES	F508del corr	ERp5 block	Xi reactivation	PAX8 reporter	EWS-Fli block	GSIS activator	ARNT-TACC3 inh	DENV2 CPE rescue
CCCNC(=O)N(C)C[C@H]1Oc2ncc(C#CC3(O)CCCC3)cc2C(=O)N([C@@H](C)CO)C[C@H]1C	-0.3	-3	-0.2	-21	-6	-15	0	1
CCCCOc1ccc(C(=O)NCC(=O)OCC(=O)N2CCN(S(=O)(=O)c3ccc(C)cc3C)CC2)cc1	.	.	0.1	-2	.	-28	3	.
O=C(c1ccc(F)cc1)N1C[C@H]2[C@@H](c3ccccc31)[C@@H](CO)N2C(=O)c1ccc(F)cc1	-0.9	1	0.2	-1	5	-1	6	14
O=C(O)CCCn1c(=O)c2cccn2c2ccc(F)cc21	-1.9	1	0.3	-12	12	9	-6	-6
C/C(=N\Nc1nc(N2CCCCC2)nc(N2CCOCC2)n1)c1cccs1	1.6	-1	0.0	17	5	-8	4	-1
Nc1nc(N)c2cc([N+](=O)[O-])ccc2n1	-1.8	12	0.3	19	4	35	2	2
Cc1ccc(S(=O)(=O)N(C)C[C@@H]2OCCCC[C@H](C)Oc3ccc(NC(=O)CCC(F)(F)F)cc3C(=O)N([C@H](C)CO)C[C@@H]2C)cc1	3.1	-1	0.6	2	2	-12	-2	-5
C[C@@H]1CN([C@H](C)CO)C(=O)c2cc(NS(=O)(=O)c3cccs3)ccc2O[C@@H]1CN(C)CC1CC1	0.0	0	-1.4	0	-15	18	-8	1
CCCC(CCC)c1nc2ccncc2[nH]1	-0.3	-1	0.0	20	9	-15	2	-1
CCCCN1C(=O)C(CC(=O)NCCc2ccccn2)CC(C(=O)N(CC)CC)=C1C (stereo not drawn)	2.1	1	0.0	-10	-2	-1	.	-7
CC1NC(=O)NC1CCCCCC(=O)Nc1ccc(F)c(Cl)c1 (stereo not drawn)	-1.3	0	0.1	8	2	-6	5	2
CO[C@H]1CN(C)C(=O)c2ccc(NS(C)(=O)=O)cc2OC[C@@H](C)N(C)C[C@@H]1C	0.5	4	0.5	.	-1	6	-7	?
COc1ccc(NC(=O)N(C)C[C@H]2Oc3c(NC(=O)C4CC4)cccc3C(=O)N([C@@H](C)CO)C[C@@H]2C)cc1	0.6	7	-0.7	.	3	7	-12	14
C[C@H](CO)N1C[C@H](C)[C@H](CN(C)S(=O)(=O)c2ccc(Cl)cc2)Oc2ccc(NC(=O)Nc3ccc(C(F)(F)F)cc3)cc2CC1=O	6.0	6	-0.8	.	47	11	.	-5
COc1cccc(S(=O)(=O)N[C@H]2CC[C@@H](CCn3cc(-c4ccccc4)nn3)O[C@H]2CO)c1	0.1	-1	-0.5	4	17	4	3	14
COc1ccccc1N(CC(=O)Nc1c(C)n(C)n(-c2ccccc2)c1=O)S(=O)(=O)c1ccccc1	-2.5	-5	0.4	-5	0	-1	13	-9
O=C(CN1CCOCC1)NCC[C@@H]1CC[C@H](NC(=O)Nc2ccccc2)[C@H](CO)O1	1.4	-1	1.6	3	6	8	-3	-4
CCCC(=O)Nc1ccc2c(c1)C(=O)N(C)[C@@H]1CC[C@@H](CC(=O)Nc3ccccc3)O[C@H]1CO2	-2.5	-1	0.4	-14	-3	-3	4	.
COc1cc(OC)c(OC)cc1CN1CCN(Cc2cccn2C)CC1	.	.	0.0	-18	.	16	6	.
O=C(O)c1ccc(S(=O)(=O)c2ccc(Sc3ccc(C(=O)O)c(C(=O)O)c3)cc2)cc1	-1.6	1	0.0	-13	0	35	-17	4

# (further entries)
SMILES	F508del corr	ERp5 block	Xi reactivation	PAX8 reporter	EWS-Fli block	GSIS activator	ARNT-TACC3 inh	DENV2 CPE rescue
CCc1ccc(NC(=O)[C@H](Cc2ccccc2)NC(=O)C2CCN(C(=O)[C@@H](N)CC(C)C)CC2)cc1	-1.0	0	.	.	4	.	-19	4
Cc1nc(CCNC(=O)C2CCC(=O)N(Cc3cccc(F)c3)C2)sc1C (stereo not drawn)	3.7	-15	0.0	-2	3	-9	-3	-1
CCN(CC(=O)Nc1c(F)cccc1F)C(=O)Cc1ccc2c(c1)OCCO2	-3.7	-3	0.0	11	3	22	-1	-8
CN1CCN(C(=O)C[C@H]2C[C@@H]3c4cc(NC(=O)NC5CCCCC5)ccc4O[C@@H]3[C@@H](CO)O2)CC1	-2.2	4	0.7	-1	0	0	-14	17
CCOc1ccc(NC(=O)Cn2cncc2-c2ccc([N+](=O)[O-])cc2)cc1	-2.8	4	0.0	35	3	-3	-2	.
Cc1ccc(NC(=O)NCCCl)cc1S(=O)(=O)N1CCOCC1	-0.1	2	0.1	2	1	10	-5	.
CO[C@H](CN(C)S(=O)(=O)c1ccc(F)cc1)[C@@H](C)CN(Cc1ccccc1Cl)[C@@H](C)CO	-2.1	4	0.3	.	7	-5	0	?
O=C1NC(NS(=O)(=O)c2ccc(Cl)cc2)(C(F)(F)F)C(=O)N1c1ccccc1 (stereo not drawn)	.	-6	0.0	11	1	-10	-20	-3
CC1(C)Cc2c(cnn2-c2ccc(F)cc2)C(NC(=O)CCN2CCCC2=O)C1 (stereo not drawn)	-1.3	2	0.0	-77	.	-6	-6	5
CC(=O)Nc1ccc(NC(=O)c2c([N+](=O)[O-])c(C(C)(C)C)nn2C)cc1	-1.8	1	-0.1	4	7	.	6	15
COCCNC(=O)Cn1cnc2c(cnn2-c2ccc(C)cc2)c1=O	-1.7	-2	0.0	22	15	-5	-3	6
C[C@@H]1CN([C@@H](C)CO)C(=O)c2cc(NC(=O)NC3CCCCC3)ccc2O[C@@H]1CN(C)Cc1ccc(Oc2ccccc2)cc1	0.3	3	-0.7	.	-1	-29	.	7
COc1ccccc1N(C)S(=O)(=O)c1ccc(C(=O)OCC(=O)Nc2cc(C)on2)cc1	2.8	-1	-0.1	-6	2	-10	0	6
CCc1nc2ccc(C(=O)NCCCN3CCCC3=O)cn2c1N(CCC(C)C)CCN(C)C	2.2	2	0.1	-6	-5	49*	.	15
O=C(NCCCCc1ccccc1)C12CN(Cc3ccccc3)CC1C(c1ccc([N+](=O)[O-])cc1)=NO2 (stereo not drawn)	-3.6	-2	0.1	-13	1	-13	-12	-13
O=C(COc1ccc2ccccc2c1)NCCn1ccc2ccccc21	-3.0	1	-0.1	10	-4	.	-7	2
COc1ccc(NC(=O)Nc2ccccc2F)c(C)c1	.	1	0.3	-69	-28	14	.	-2
CN(Cc1ccc(F)cc1)C(=O)COc1ccc2ccccc2c1	-0.4	0	0.0	8	-10	-6	2	-3
Cc1ccc(C)c(NC(=O)CCn2cnnn2)c1	1.3	-1	0.0	-16	0	-9	-8	-2
Cc1ccc(N(Cc2ccccc2)C(=O)CSC(C)C(=O)Nc2cc(C)on2)cc1 (stereo not drawn)	-3.8	5	-0.1	10	-22	-33	.	-4

# (more compounds)
SMILES	F508del corr	ERp5 block	Xi reactivation	PAX8 reporter	EWS-Fli block	GSIS activator	ARNT-TACC3 inh	DENV2 CPE rescue
COc1ccccc1-c1cnc(C(O)c2cccc(CN3CCCCC3)c2)[nH]1 (stereo not drawn)	4.2	-2	0.0	-20	-4	.	.	-5
O=C(c1cc(COc2ccc(F)cc2Cl)on1)N1CCC(OCc2cccnc2)CC1	1.0	-5	-0.1	1	-7	-29	2	7
Cc1ccc(NC(=O)C2CCCN(S(=O)(=O)c3ccc4[nH]c(=O)ccc4c3)C2)cc1C (stereo not drawn)	-1.9	-4	0.5	7	-17	15	2	11
COC(=O)c1ccccc1NC(=O)CSc1nnc(-c2cccnc2)n1N	0.3	3	-0.1	-20	13	16	-10	5
Cc1cc2c(cc1S(=O)(=O)NCC(C)c1ccccc1)n(C)c(=O)c(=O)n2C (stereo not drawn)	-1.4	-6	0.3	0	-3	-4	.	-9
C[C@H](CO)N1C[C@H](C)[C@@H](CN(C)Cc2ccc(C(=O)O)cc2)Oc2ccc(NC(=O)Nc3ccc(C(F)(F)F)cc3)cc2C1=O	0.0	4	1.2	.	8	17	2	?

# Individual results from above.
# Entry of `C[C@H](CO)N1C[C@H](C)[C@@H](CN(C)Cc2ccc(C(=O)O)cc2)Oc2ccc(NC(=O)Nc3ccc(C(F)(F)F)cc3)cc2C1=O` in ARNT-TACC3 inh: 2
# Entry of `Cc1cc2c(cc1S(=O)(=O)NCC(C)c1ccccc1)n(C)c(=O)c(=O)n2C` (stereo not drawn) in EWS-Fli block: -3
